Rpn11 inh: Rpn11 (human) deubiquitinase inhibition. O00487. human 26S proteasome, Ub4-pepOG fluorescence polarization; 20S core pre-blocked with epoxomicin. calls only at 20 µM. hit rate 0.59% among 360,000;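 active = inhibition at 20 µM, scaled to each plate's controls, above about 33%, limit read from the data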
STEP block: inhibitors of human striatal-enriched phosphatase STEP; inhibition, % at 20 µM; recombinant STEP, OMFP fluorogenic substrate, fluorescence; hit rate 0.25% among 360,000; AID 588621;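 active = inhibition at 20 µM, scaled per plate between control wells, above about 37%, limit read from the data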;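 also: 0% = DMSO with enzyme and substrate and 100% = substrate only without enzyme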
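Also added – OMFP at 25 µM · Test system – STEP tyrosine phosphatase · Technique – FITC-channel fluorescence of OMFP product · Schedule – 20 min at room temperature, dark · Evaluation – control-normalized % inhibition with plate pattern correction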
NadD inh: inhibitors of Staphylococcus aureus NadD | hit rate 0.78% among 360,000 | purified NadD enzyme, colorimetric absorbance read-out | inhibition, % at 20 µM; in the data active = inhibition above about 26%; also: some compounds past the cut are filed as inactive
MT1-MMP act inh: inhibitors of human MT1-MMP activation; AID 651647; HT1080 RFP-PRO-GFP cells, GFP/RFP ratio fluorescence, overnight; percent of plate control window, DMSO zero; GFP/RFP ratio change, % at 20 µM; hit rate 0.061% among 360,000; P50281;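 active = GFP/RFP ratio change of at least 30% with cell ATP level not reduced by more than half and red fluorescence within 50% of control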; also: strong numbers were not always called active
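Material – HT1080 RFP-PRO-GFP cells · Control set – DMSO wells and RFP-L50D-GFP cells · Incubation – overnight cell settling, then overnight compound exposure, 37 °C, 5% CO2 · Compound dosing – single-point 20 µM compound, 1% DMSO · Read-out – GFP/RFP fluorescence ratio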
LMPTP inh: blocks human LMPTP phosphatase. P24666. recombinant LMPTP-A, OMFP fluorogenic substrate, fluorescence intensity. inhibition, % at 20 µM. hit rate 0.22% among 360,000. AID 651560;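 active = compounds that cut the enzyme signal by at least half of the control window in the single-dose screen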;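 also: plate controls were DMSO wells with enzyme plus substrate for no effect and substrate without enzyme for full effect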
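Buffer or medium: Bis-Tris pH 6.0, DTT, detergent; Assay system: LMPTP-A enzyme; Quantity: 0.625 nM enzyme; Detection: endpoint fluorescence intensity; Times: 50 min dark incubation at room temperature; Controls: substrate-only low control, DMSO enzyme-plus-substrate high control; Doses: single 20 µM dose; Read-out: percent inhibition versus substrate-only and uninhibited controls; Reagent: 400 µM OMFP.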
Scp-1 inhibitor: blocks human Scp-1 phosphatase activity | Q9GZU7 | Recombinant Scp1, phosphopeptide, malachite green phosphate absorbance | inhibition, % at 20 µM | hit rate 0.88% among 340,000 | AID 493091;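 active = inhibition above about 50% at 20 µM, limit read from the data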;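 also: plate controls were DMSO wells with enzyme for no effect and wells lacking enzyme for full effect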
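System: truncated SCP-1 phosphatase (76-261aa); medium: Tris acetate buffer pH 5.5 with MgCl2 and Tween-20; incubation: 45 min room-temperature reaction, 5 min colour, 30 min stabiliser; compound: single 20 µM dose, 1% DMSO; reagent: Phosphorylated 17-residue peptide substrate; read-out: % inhibition at 20 µM; technique: colorimetric free-phosphate detection, absorbance 630 nm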
SUMO1-SIM PPI: modulators of human SUMO1-mediated protein-protein interactions | P63165 | SUMO1 binding to a labelled peptide, TR-FRET, 1 h | inhibition, % at 20 µM | hit rate 0.33% among 360,000 | AID 602429; in the data active = inhibition above about 37%
SKN-1 inh: C. elegans SKN-1 inhibition; C. elegans VP596 Pgst-4::GFP/RFP ratio, acrylamide-induced, 24 h; inhibition, % at 21.8 µM; hit rate 0.49% among 360,000; AID 624304;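 active = interference check ratio from 0.5 to 1.5 plus GFP to RFP signal ratio inhibition reaching or exceeding a fixed threshold, cut at about 30% in these data, passing the limit was not always enough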; also: some compounds called inactive have numbers as strong as hits
DNMT1 block: blocks human DNA methyltransferase DNMT1; P26358; DNMT1 molecular beacon, Hinp1I cleavage, fluorescence; inhibition (reported as % activation of signal), % at 10 µM; hit rate 0.83% among 360,000; AID 588458; in the data active = inhibition above about 50%
Target sequence (P26358 504-1616 limits assumed): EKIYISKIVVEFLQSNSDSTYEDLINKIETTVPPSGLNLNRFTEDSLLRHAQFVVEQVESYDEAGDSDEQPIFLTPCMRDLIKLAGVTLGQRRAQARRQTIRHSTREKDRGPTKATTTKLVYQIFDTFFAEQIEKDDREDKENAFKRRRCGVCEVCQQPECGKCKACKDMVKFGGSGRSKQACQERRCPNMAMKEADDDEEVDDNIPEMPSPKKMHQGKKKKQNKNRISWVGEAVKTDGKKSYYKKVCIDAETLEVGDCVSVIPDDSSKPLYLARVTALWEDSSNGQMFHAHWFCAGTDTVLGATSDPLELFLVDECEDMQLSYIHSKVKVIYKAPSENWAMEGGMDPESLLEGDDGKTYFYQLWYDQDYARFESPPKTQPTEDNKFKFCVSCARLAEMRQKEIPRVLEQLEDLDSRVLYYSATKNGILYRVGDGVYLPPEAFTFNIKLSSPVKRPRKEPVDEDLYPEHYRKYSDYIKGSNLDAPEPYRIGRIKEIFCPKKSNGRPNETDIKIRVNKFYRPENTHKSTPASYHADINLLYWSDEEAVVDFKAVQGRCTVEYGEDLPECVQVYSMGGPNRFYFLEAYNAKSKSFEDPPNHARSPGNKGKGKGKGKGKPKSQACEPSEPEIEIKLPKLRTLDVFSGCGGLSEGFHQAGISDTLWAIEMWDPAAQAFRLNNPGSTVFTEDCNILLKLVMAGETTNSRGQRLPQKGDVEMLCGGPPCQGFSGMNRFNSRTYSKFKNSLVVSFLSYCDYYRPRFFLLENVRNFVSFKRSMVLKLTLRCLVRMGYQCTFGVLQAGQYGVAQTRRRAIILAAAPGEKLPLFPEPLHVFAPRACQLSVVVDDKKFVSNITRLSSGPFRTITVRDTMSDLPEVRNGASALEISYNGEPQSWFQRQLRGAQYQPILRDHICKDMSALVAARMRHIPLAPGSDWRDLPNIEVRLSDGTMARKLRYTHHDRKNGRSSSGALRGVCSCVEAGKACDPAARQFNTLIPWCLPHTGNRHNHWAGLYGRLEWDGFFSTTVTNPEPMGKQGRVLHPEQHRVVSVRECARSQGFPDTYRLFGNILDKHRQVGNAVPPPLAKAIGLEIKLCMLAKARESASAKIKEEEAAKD
CendR NRP1 mod: modulators of CendR peptide binding to human neuropilin-1. O14786. FAM-RPARPAR peptide binding to NRP-1, fluorescence polarization. inhibition, % at 25 µM. hit rate 0.85% among 360,000;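 active = inhibition or corrected inhibition above about 18%, plus a signal ratio from 0.5 to 1.5, limit read from the data, passing the limit was not always enough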; also: strong numbers were not always called active
Starred values were filed as active, the others as inactive; i = inactive; x = no result given.

SMILES	Rpn11 inh	STEP block	NadD inh	MT1-MMP act inh	LMPTP inh	Scp-1 inhibitor	SUMO1-SIM PPI	SKN-1 inh	DNMT1 block	CendR NRP1 mod
CCN(CC(=O)Nc1ccc(NC(C)=O)cc1)C(=O)COc1ccc2ccccc2c1	i	2	-3	4	0.0	-6	-1	1	-3	-10
Cc1sc(NC(=O)CCCC(=O)O)c(C#N)c1C	i	-2	0	-4	-1.9	-5	6	-4	-4	-2
O=C(N1CCCCCC1)N1CCN(C(=O)N2CCCCC2)CC1	i	-2	1	4	-1.9	-12	2	13	3	28*
O=C(Nc1nnc(CCc2ccccc2)s1)c1cccs1	i	1	10	6	-2.5	1	1	-2	1	16
CCOC(=O)C1=CCN(S(=O)(=O)c2ccccc2C)C1c1ccc(Cl)cc1 (stereo not given)	i	4	-6	0	2.2	x	7	3	-3	19
CC(C)(C)c1ccc(C(=O)NNC(=O)CCC(=O)Nc2ccccc2)cc1	i	2	1	-4	0.0	-5	-3	7	1	13
Cc1ccc(OCC(=O)NCCNC(=O)c2ccccn2)cc1	i	2	1	0	0.5	-5	6	-2	1	2
O=C(CSc1ccccc1F)NC(=O)NC1CCCC1	i	2	-4	2	-3.5	x	-2	13	-3	5
O=C(Cc1cccc2ccccc12)Nc1nc(-c2cccc([N+](=O)[O-])c2)cs1	i	2	12	-6	3.7	-7	-1	3	17	4
COC(=O)[C@@]12C[C@@H](CC(=O)N3CCCC3)C(=O)N(Cc3ccco3)C1=CCC(C)(C)C2	x	x	x	0	-1.7	x	4	-4	x	3
S=C(NCCc1ccc(Cl)cc1)Nc1ccc(Cl)cc1Cl	i	3	6	0	2.9	-3	-3	12	1	4
CCNCc1cc(Cl)cc(OC)c1OC(C)C	i	2	-2	-7	-1.6	-6	1	-5	6	-9
O=C(O)c1ccc2c(=O)n3c(nc2c1)/C(=C/c1ccccc1Br)CC3	i	4	-1	1	-0.3	-5	-21	6	3	-9
O=C(CSc1nnc(Cc2cccs2)n1Cc1ccco1)Nc1ccc(Cl)cc1Cl	i	-1	-2	-8	1.4	3	-1	-11	-6	-5
Cc1cc(C)cc(NC(=O)Cn2nnc(C(=O)NCc3cccs3)c2N)c1	i	1	-2	-1	3.1	1	8	15	10	-14
O=C(Cc1ccc(Cl)cc1)NCCN1CCCC1	i	1	4	7	-7.8	-5	0	19	-3	-2
CCOC(=O)c1cc2c(N)c(C(=O)c3ccc(Br)cc3)sc2[nH]c1=O	i	3	11	-3	-1.4	1	-9	8	-3	-32
CCc1nnc(NC(=O)C2CC(=O)N(c3ccc(C)cc3)C2)s1 (stereo not given)	i	-2	-1	-3	0.7	0	2	-26	-1	-3
Fc1ccc(CCNC(=S)Nc2ccc(F)c(Cl)c2)cc1	i	-2	-5	7	1.1	-11	4	16	9	3
c1ccc2c(c1)CCN(c1ncnc3nc[nH]c13)C2	i	-2	0	-3	-1.4	-5	9	-2	3	4
CCCN(CCC)CC(O)COc1ccccc1C(=O)Nc1ccccc1 (stereo not given)	i	-3	6	2	0.2	-5	2	0	0	-3
Cc1ccccc1N1CCN(CC(=O)Nc2ccccc2C(=O)NC2CC2)CC1	i	2	1	0	-0.9	-5	1	16	-14	5
Cc1cc(C)cc(NC(=O)CSc2ccc(-c3ccccn3)nn2)c1	i	-1	8	2	2.3	-5	10	16	0	-6
CCN1CCN(c2ccc(S(=O)(=O)N3CCOCC3)cc2NC(=O)c2ccc(F)cc2Cl)CC1	i	0	-4	-4	-1.1	-7	7	7	-5	-2
Cc1nn(CC(=O)Nc2ccc3c(c2)nc2n3CCOC2)c(=O)c2ccccc12	i	-2	1	0	-1.6	-4	1	10	-2	-2
CCOC(=O)c1sc(=S)n(CC)c1NC(=O)C1CC1	i	1	1	0	-1.4	-6	0	-41	0	0
Nn1cnnc1SCC(=O)Nc1ccc2c(c1)OCCO2	i	-2	-1	0	0.6	-2	-4	-7	4	2
O=C(CSCc1ccc(Cl)cc1)NCc1ccc2c(c1)OCO2	i	0	-5	-2	0.4	-12	-4	13	1	4
COC(=O)[C@H](CCSC)NS(=O)(=O)c1ccccc1Br	i	-1	-7	1	-0.9	-3	-2	-4	1	5
O=C(NCc1cccs1)C1CCN(c2nccs2)CC1	i	1	5	-2	5.1	-6	0	-37	-7	-4
CN(Cc1ccccc1)c1nc2c(c(=O)[nH]c(=O)n2C)n1Cc1ccccc1F	i	-2	-1	-2	-1.5	-11	3	15	-3	10
Cc1ccnc(NC(=O)c2ccccc2NC(=O)C(C)(C)C)c1	i	-1	1	0	0.0	-4	-2	12	6	-10
C=CS(=O)(=O)c1sc(Cl)c(N2CCOCC2)c1[N+](=O)[O-]	i	2	7	1	1.2	9	-3	-1	19	11
N/C(Cc1cccc2ccccc12)=N\OC(=O)COc1ccccc1	i	1	3	-3	4.6	-9	5	4	-23	-16
COc1ccc(NC(=O)N2CCCCCC2)cc1	i	-2	-3	5	-0.1	-1	5	-13	1	2
COC(=O)c1ccc(NC(=O)CN2CCN(S(=O)(=O)c3cc(Cl)ccc3OC)CC2)cc1	i	-5	-3	1	-0.9	-1	6	2	-6	-3

As a working copy, some entries already given.
SMILES	Rpn11 inh	STEP block	NadD inh	MT1-MMP act inh	LMPTP inh	Scp-1 inhibitor	SUMO1-SIM PPI	SKN-1 inh	DNMT1 block	CendR NRP1 mod
COc1ccc(NC(=O)N2CCCCCC2)cc1	i	-2	-3	5	-0.1	-1	5	-13	1	2
COC(=O)c1ccc(NC(=O)CN2CCN(S(=O)(=O)c3cc(Cl)ccc3OC)CC2)cc1	i	-5	-3	1	-0.9	-1	6	2	-6	-3

Next section.
SMILES	Rpn11 inh	STEP block	NadD inh	MT1-MMP act inh	LMPTP inh	Scp-1 inhibitor	SUMO1-SIM PPI	SKN-1 inh	DNMT1 block	CendR NRP1 mod
Cc1noc(C)c1C(c1ccccc1)S(=O)(=O)c1ccccc1 (stereo not given)	i	-1	-6	2	0.4	-13	0	10	0	-4
O=c1[nH]cnc2c1oc1ccccc12	i	0	1	-1	-1.7	-1	-1	25	2	-14
CN(c1ccccc1)S(=O)(=O)c1ccc(Cl)c(C(=O)NCc2ccco2)c1	i	0	-2	-3	-0.7	-7	1	-11	3	16
COc1ccc(Cl)cc1NC(=O)CN(C)C(=O)c1cc2c(F)cccc2s1	i	0	-4	3	1.2	-10	-1	-2	-10	-5
CN(CCOCCOc1ccc(Cl)cc1Br)Cc1ccccc1	i	13	-11	0	-0.5	-2	-6	5	1	4
Cc1sc2nc(C3CC3)nc(N3CCN(S(=O)(=O)c4ccc(F)cc4)CC3)c2c1C	i	6	35*	-10	4.8	17	20	7	-5	0
Cc1ccc(NS(=O)(=O)c2ccc3c(c2)NC(=O)CCS3)cc1F	i	-3	-8	-6	-2.7	-1	-1	3	0	12
Cn1c(=O)c2c(nc(N3CCOCC3)n2C)n(C)c1=O	i	-3	3	-1	0.3	4	3	2	1	7
Cc1ccc([C@H]2C[C@@H](n3cc(-c4ccc(F)cc4)nn3)[C@H](O)CN2Cc2cccs2)cc1	i	-4	-1	7	-0.4	x	2	10	1	-6
CCCn1c(OC)nc2c1c(=O)n(C)c(=O)n2C	i	1	7	0	-2.3	-13	1	6	4	-4
O=P(C1=C(N2CCOCC2)/C(=C\c2ccccc2)CC1)(N1CCOCC1)N1CCOCC1	i	-1	2	3	-0.5	-4	-10	4	-1	3
CCOC(=O)c1sc(NC(=O)COC(=O)c2ccco2)nc1C	i	-3	1	4	0.9	3	-1	-3	2	7

7 entries from above, in markdown.
| smiles | Rpn11 inh | STEP block | NadD inh | MT1-MMP act inh | LMPTP inh | Scp-1 inhibitor | SUMO1-SIM PPI | SKN-1 inh | DNMT1 block | CendR NRP1 mod |
| --- | --- | --- | --- | --- | --- | --- | --- | --- | --- | --- |
| Fc1ccc(CCNC(=S)Nc2ccc(F)c(Cl)c2)cc1 | i | -2 | -5 | 7 | 1.1 | -11 | 4 | 16 | 9 | 3 |
| Cc1cc(C)cc(NC(=O)Cn2nnc(C(=O)NCc3cccs3)c2N)c1 | i | 1 | -2 | -1 | 3.1 | 1 | 8 | 15 | 10 | -14 |
| O=c1[nH]cnc2c1oc1ccccc12 | i | 0 | 1 | -1 | -1.7 | -1 | -1 | 25 | 2 | -14 |
| O=C(CSc1nnc(Cc2cccs2)n1Cc1ccco1)Nc1ccc(Cl)cc1Cl | i | -1 | -2 | -8 | 1.4 | 3 | -1 | -11 | -6 | -5 |
| Nn1cnnc1SCC(=O)Nc1ccc2c(c1)OCCO2 | i | -2 | -1 | 0 | 0.6 | -2 | -4 | -7 | 4 | 2 |
| COC(=O)[C@@]12C[C@@H](CC(=O)N3CCCC3)C(=O)N(Cc3ccco3)C1=CCC(C)(C)C2 | x | x | x | 0 | -1.7 | x | 4 | -4 | x | 3 |
| COC(=O)[C@H](CCSC)NS(=O)(=O)c1ccccc1Br | i | -1 | -7 | 1 | -0.9 | -3 | -2 | -4 | 1 | 5 |

Next section.
SMILES	Rpn11 inh	STEP block	NadD inh	MT1-MMP act inh	LMPTP inh	Scp-1 inhibitor	SUMO1-SIM PPI	SKN-1 inh	DNMT1 block	CendR NRP1 mod
CCOc1ccc(NC(=O)NNC(=O)c2cccnc2)cc1	i	-2	-5	-1	-0.5	-13	-1	0	1	9
O=C(Cc1ccc([N+](=O)[O-])cc1)NC1CCCCCC1	i	2	-8	-1	-1.5	-2	-11	-12	0	-4
CCOC(=O)CC1C(=O)NCCN1S(=O)(=O)c1ccc(Br)cc1 (stereo not given)	i	-1	-4	0	-1.1	-7	-2	13	1	5
Cc1onc(-c2c(Cl)cccc2Cl)c1-c1nnc(-c2ccc(Cl)cc2)o1	i	2	-3	-1	2.9	-17	1	6	0	4
COc1ccc(-c2coc3cc(OC)ccc3c2=O)cc1	i	-3	-7	6	0.0	-7	3	12	2	-1
CSc1ncccc1C(=O)OCc1ccccc1F	i	2	-4	0	0.0	-18	-5	-1	-2	-4
Cc1cccc(NC(=O)Cn2cnc3c(oc4ccccc43)c2=O)c1C	i	-1	-9	-1	5.0	10	4	-4	11	-11

Screening results: PubChem BioAssay, Sanford-Burnham Center for Chemical Genomics

No enrichment for hits. About 3.9% of those tested had a hit in this group.
